Assay outcomes deposited in PubChem BioAssay by several laboratories.
STK33 kinase inh: blocks human STK33 kinase activity; Q9BYT3; purified STK33, MBP phosphorylation, ADP-Glo luminescence; inhibition, % at 10 µM; 320,000 tested, 0.073% active;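 active = inhibition at or above 25%, using the most active replicate where run in duplicate; inactive = inhibition below 25%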
Target sequence (Q9BYT3 whole entry, looked up): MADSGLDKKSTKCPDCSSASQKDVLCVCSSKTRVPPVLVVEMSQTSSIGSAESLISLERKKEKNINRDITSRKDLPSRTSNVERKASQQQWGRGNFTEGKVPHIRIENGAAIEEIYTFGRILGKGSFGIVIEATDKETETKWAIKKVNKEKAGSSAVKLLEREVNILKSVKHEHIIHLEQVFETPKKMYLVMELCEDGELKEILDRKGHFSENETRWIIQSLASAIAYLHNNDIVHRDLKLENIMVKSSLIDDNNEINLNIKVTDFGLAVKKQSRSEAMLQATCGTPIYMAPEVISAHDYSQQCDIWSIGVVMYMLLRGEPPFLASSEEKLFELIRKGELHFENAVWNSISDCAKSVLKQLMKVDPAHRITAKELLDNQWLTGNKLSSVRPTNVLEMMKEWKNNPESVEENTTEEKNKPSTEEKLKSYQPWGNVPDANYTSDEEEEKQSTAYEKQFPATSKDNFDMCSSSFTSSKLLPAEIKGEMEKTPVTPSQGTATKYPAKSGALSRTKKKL
OX1R antag-1: blocks the human orexin 1 receptor; O43613; OX1R-expressing cells, FRET antagonist read-out; inhibition, % at 6.6 µM; 330,000 tested, 1.8% active; AID 485270; in the data active = inhibition mostly above about 38%, no sharp cut-off; inactive = mostly below about 40%;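 also: 0% = agonist challenge alone and 100% = reference antagonist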
Target sequence (O43613 whole entry, looked up): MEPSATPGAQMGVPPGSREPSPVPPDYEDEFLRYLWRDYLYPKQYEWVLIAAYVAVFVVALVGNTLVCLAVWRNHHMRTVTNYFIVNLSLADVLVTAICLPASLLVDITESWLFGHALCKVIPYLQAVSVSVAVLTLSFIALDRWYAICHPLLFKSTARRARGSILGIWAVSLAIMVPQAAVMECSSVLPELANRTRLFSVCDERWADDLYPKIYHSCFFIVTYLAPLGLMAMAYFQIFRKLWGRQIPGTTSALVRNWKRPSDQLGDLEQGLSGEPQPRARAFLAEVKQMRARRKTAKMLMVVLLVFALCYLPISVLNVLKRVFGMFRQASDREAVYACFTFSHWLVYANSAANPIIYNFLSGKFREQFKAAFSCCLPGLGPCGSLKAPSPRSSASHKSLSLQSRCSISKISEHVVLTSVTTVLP
OX1R antag-2: antagonists of human orexin 1 receptor | inhibition, % at 5 µM | 330,000 tested, 0.43% active | O43613 | AID 434989 | CHO/OX1R cells, Fluo-8 calcium fluorescence, orexin A;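 active = inhibition above its plate's threshold, mean inhibition of all tested compounds on the plate plus 3 SD, cut at about 37% in these data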;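 also: 0% = orexin A challenge wells and 100% = SB-334867-A antagonist wells; not every result past the cut was called active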
* hit, by the source's call; . = not tested or not shown.

SMILES	STK33 kinase inh	OX1R antag-1	OX1R antag-2
CC(C)[C@H](NC(=O)c1ccco1)C(=O)OCC(=O)c1ccc(Br)s1	-2.4	3	-30
CC1CC(C)CN(C(=O)C(C)N2CCN(S(=O)(=O)c3ccc(Br)s3)CC2)C1 (stereo not given)	-0.4	11	-42
O=C(C1CCCCC1)N1CCC(c2nc3c(nnn3Cc3c(F)cccc3Cl)c(=O)[nH]2)CC1	0.2	17	-24
COc1ccc(-c2nc(CSCC(=O)N3CCc4ccccc43)c(C)o2)cc1OC	-0.8	27	-10
Cc1ccc(N(CC(=O)NC(C)c2ccccc2)S(=O)(=O)c2c(C)noc2C)cc1 (stereo not given)	-0.8	52*	14
CCN(CC)C(=O)Cn1cnc2sc(C(=O)N3CCN(c4ccc(F)cc4)CC3)c(C)c2c1=O	-1.8	6	2
C/C(=N\NC(=O)c1ccc(C)cc1C)c1ccc2c(c1)Nc1ccccc1S2	-1.5	27	5
N#Cc1ccc(C(=O)OCC(=O)NC2CCCC2)cc1	-0.3	-9	24
O=C(CCCC(=O)OCC(Cl)=C(Cl)Cl)Nc1ccc(F)cc1	-3.5	14	-20
CC1CCC(NC(=O)CNC(=O)c2ccc3ccccc3c2)CC1 (stereo not given)	-0.4	9	-21
CC(=O)N1c2ccc(S(=O)(=O)N3CCCC(C(=O)Nc4cccc(Cl)c4)C3)cc2CC1C (stereo not given)	-1.7	2	0
O=C(Cc1ccccc1)c1ccccc1C(=O)N1CCCCC1	-0.9	-3	-14
N#CCC(=O)Nc1ccc(C(=O)OCC(=O)NCc2ccc3c(c2)OCO3)cc1	0.1	10	1
O=C(CN1CCOCC1)Nc1ccccc1	-1.1	16	0
Cc1ccc(S(=O)(=O)Cc2csc(N)n2)cc1	-1.4	5	-10
COc1ccccc1CNC(=O)CCCn1c(=O)c2ccccc2n(CC(=O)NC2CCCC2)c1=O	-1.0	17	-13
O=C(CCN1C(=O)S/C(=C\c2ccc(F)cc2)C1=O)Nc1ccc(C(=O)O)c(O)c1	1.4	22	-6
Cc1cs/c(=N\N=C\c2cccc([N+](=O)[O-])c2)n1Cc1ccco1	-0.9	18	-34
CC(C)n1c(O)c(N=NC(=O)Cc2csc(N3CCOCC3)n2)c2ccccc21	-0.2	45	-41
O=C(NCC(=O)N(CC1CCCO1)C(C(=O)NC1CCCCC1)c1ccc(F)cc1)c1ccco1 (stereo not given)	-0.3	3	-37
COc1cc(/C=C(\C#N)c2nc3ccccc3n2C)cc(OC)c1O	-0.4	3	9
COc1ccc(N2CC(C(=O)N[C@@H](C)C(=O)N[C@H](CO)c3ccccc3)CC2=O)cc1 (stereo not given in full)	-1.5	8	2
CC1CCCC(C)N1C(=O)CSc1nnc(-c2ccco2)n1C (stereo not given)	-1.3	4	-14
COc1cccc(Cn2cccc(NC(=O)Nc3ccccc3C)c2=O)c1	-1.6	50	-34
Cc1ccc(NC(=S)C2=C(O)c3ccccc3N(C)S2(=O)=O)cc1	-0.2	38	-12
CSCCC(NC(=O)/C(=C/c1ccc2c(c1)OCO2)NC(=O)c1cccc([N+](=O)[O-])c1)C(=O)O (stereo not given)	0.0	26	-9
COc1ccc(NC(=O)CN(C)CC(=O)Nc2cccc(F)c2)cc1Cl	1.1	3	-10
COc1cc(C(=O)N(c2ccc(C)c(C)c2)C2C=CS(=O)(=O)C2)cc(OC)c1OC (stereo not given)	-1.4	11	-23
OCC1(Cc2ccc(F)cc2F)CCCN(CCCc2ccccc2)C1 (stereo not given)	-1.3	7	-32
Cc1cc(NC(=O)C(C)SCC(=O)OCC(=O)N(C)c2ccccc2)no1 (stereo not given)	0.1	12	-17
CCCn1c(Cc2ccccc2)n[nH]c1=S	-2.3	-2	0
O=C(COC(=O)Cc1ccc(Cl)cc1)Nc1ccc(OC(F)F)cc1	0.0	10	1
CCC(C)c1ccc(S(=O)(=O)N2CCN(C(C)C(=O)NC3CCCC3)CC2)cc1 (stereo not given)	-0.1	7	-10
CNc1snc(C)c1C(=O)OC(C)C(=O)Nc1cccc(C)c1 (stereo not given)	-2.0	6	-9
CC(=O)c1cccc(NC(=O)c2cc(-c3ccco3)on2)c1	0.2	29	-13
COc1cccc(-c2cc(C(=O)N3CCCCCC3)no2)c1	-0.1	14	-43
Cc1cccc(Nc2nc(NCCO)nc(N3CCCC3)n2)c1	2.0	20	-23
CCOc1ccc(S(=O)(=O)N2CCN(C(=O)c3cc4c(s3)CCCC4)CC2)cc1	-2.1	8	-20
COc1ccc2[nH]c3c(C)c4ccncc4c(C)c3c2c1	5.7	11	2
CC(=O)c1c(C)nc(-c2ccccc2)nc1NC(=O)C(C)C	-0.3	8	-30
c1ccc(-c2nc3ccccc3[nH]2)cc1	0.6	10	2
O=C1NC(=O)C(Cc2cccc(Oc3ccccc3)c2)S1 (stereo not given)	-0.4	44*	-14
Cc1cc(C)c(C#N)c(SCC2COc3ccccc3O2)n1 (stereo not given)	0.1	8	-34
CC(=O)c1c(C)nc2nonc2c1N	1.6	76*	-1
CSc1cccc(NC(=O)CN(c2ccc(C)cc2C)S(C)(=O)=O)c1	-1.5	14	-31
Cc1ccc(/C=N/Nc2cn[nH]c(=O)n2)o1	0.9	10	3
O=C(CCN1CCCCC1)N/N=C/c1c[nH]c2ccccc12	-4.4	6	12
CCn1c(SCC(=O)N/N=C/C=C\c2ccccc2[N+](=O)[O-])nc2ccccc21	-0.1	26	-26
N#C/C(=C/c1ccc(CNS(=O)(=O)c2ccccc2)o1)C(N)=O	0.0	33	1
Cc1cc(C(C)(C)C)cc(C)c1S(=O)(=O)N1CCN(C(=O)c2cc([N+](=O)[O-])c[nH]c2=O)CC1	-0.7	4	-12
Oc1ccccc1-c1cc(C(F)(F)F)nc(-c2ccccc2)n1	0.3	0	-10
CC(=O)NC12CC3CC(C1)CC(C(=O)OCC(=O)Nc1ncc(Cl)c(C)c1Cl)(C3)C2	-0.1	11	-41
Cc1cn(C2OC[C@@H](O)[C@@H]2CO)c(=O)[nH]c1=O (stereo not given in full)	-0.1	-12	-5
O=S(=O)(/N=C(/c1ccc(F)cc1)N1CCCCC1)c1ccc(Cl)cc1	-1.2	9	-25
COc1ccc(CNc2cc(C)ccn2)cc1	-0.5	-1	-18
O=C(NCCS(=O)(=O)N1CCN(c2ccccc2F)CC1)c1cccs1	-1.4	23	-11
CCn1c(/C=N/Nc2ccc(C(=O)O)cc2)nc2ccccc21	-0.8	7	-8
O=S(=O)(Nc1cccc(-c2cn3c(n2)SCC3)c1)c1ccccc1F	-0.3	23	-10
O=C(NC1CC1)c1ccc(C2SCC(=O)N2Cc2ccccc2)cc1 (stereo not given)	-0.3	5	-9
CCOc1ccc(NC(=O)CCC(=O)N/N=C(\C)c2cccs2)cc1	-1.0	-3	3

Among those listed so far, three have a COOH group.
SMILES	STK33 kinase inh	OX1R antag-1	OX1R antag-2
O=C(CCN1C(=O)S/C(=C\c2ccc(F)cc2)C1=O)Nc1ccc(C(=O)O)c(O)c1	1.4	22	-6
CSCCC(NC(=O)/C(=C/c1ccc2c(c1)OCO2)NC(=O)c1cccc([N+](=O)[O-])c1)C(=O)O (stereo not given)	0.0	26	-9
CCn1c(/C=N/Nc2ccc(C(=O)O)cc2)nc2ccccc21	-0.8	7	-8

Further structures follow:
SMILES	STK33 kinase inh	OX1R antag-1	OX1R antag-2
CC(=O)N1CCN(C(=O)COC(=O)/C=C/c2ccc(C(F)(F)F)cc2)CC1	-0.6	12	18
Cc1ccc(C(=O)NCCc2nnc3ccc(SCC(=O)Nc4ccccc4C)nn23)cc1	.	17	-29
CCN(CC)S(=O)(=O)c1cccc(NC(=O)/C=C/c2ccc([N+](=O)[O-])cc2)c1	-1.6	14	0
Cc1nn(CC2CC2)c(=O)n1N(C)c1ncc(C(F)(F)F)cc1Cl	-0.2	14	-29
CCCNC(=O)CSc1nccn1Cc1ccco1	0.2	-2	-13
O=C(NNC1=Nc2cccc3cccc1c23)c1ccc(Br)cc1	0.3	11	-12
CCOC(CNC(=O)Cn1nc(Cc2ccncc2)c2ccccc2c1=O)OCC	0.3	12	-8
COc1ccccc1NC(=O)CC1C(=O)NCCN1C(=O)Nc1ccc(Cl)c(Cl)c1 (stereo not given)	-1.4	23	3
COc1ccc(OC)c(/C=C/C(=O)OCC(=O)Nc2nnc(-c3ccccc3)o2)c1	-1.1	13	-25
COc1ccccc1NC(=O)CN1CCC(n2c(C)nc3cc(F)ccc32)CC1	-0.8	42	-48
Cc1ccsc1C(=O)OCc1nc2ccccc2c(=O)[nH]1	0.3	18	-24
COc1ccc([N+](=O)[O-])cc1NC(=O)c1csc(C)c1	-1.7	21	-22
COc1cc(NC(=S)NCc2ccco2)cc(OC)c1	1.2	10	-6
O=C(COC(=O)c1ccccc1OCc1ccccc1Cl)NC1CCS(=O)(=O)C1 (stereo not given)	-1.0	11	-7
Cc1ccc(NC(=O)Nc2ccc(F)cc2F)c(OC(F)F)c1	-2.7	19	-21
CCCn1c(SCC(=O)NCc2ccco2)nnc1C(C)C	-0.1	17	-19
COC(=O)CCC(=O)Nc1cccc(Cl)c1	-0.2	14	-11
O=C(C1CC1)N1CCc2cc(S(=O)(=O)NC3CCN(Cc4ccccc4)CC3)ccc21	0.6	36	-24
COc1cccc(-c2ncc3ccccc3c2COC(=O)c2ccc(C(C)(C)C)cc2)c1	-2.1	5	-38
Cc1ncc([N+](=O)[O-])n1CC(=O)Nc1ccccc1F	-2.3	31	-7
O=C(CCC(=O)N1CCN(c2ccc(C(F)(F)F)cn2)CC1)c1cccs1	-0.2	0	5
CC(O)CNCc1cccc2ccccc12 (stereo not given)	4.9	30	-31
O=C(Nc1ccc([N+](=O)[O-])cc1)N1CCc2ccccc2C1	0.8	14	-8
Cc1cc(C(=O)CSCCCn2c(=O)[nH]c3ccccc32)c(C)n1C	-2.9	24	-4
O=C(COC(=O)/C=C/c1ccc(OC(F)F)cc1)NC(=O)NCc1ccccc1	-0.7	9	-7
COc1ccc(-c2c(-c3cc(OC)cc(OC)c3)n(C)c3ccc(-c4cc(F)cc(OC)c4)cc23)cc1	-1.2	-1	1
COc1cc(OC)cc(C(=O)NCC(=O)N2CCCCC2)c1	-1.2	13	-10
O=S(=O)(Nc1nc2ccccc2[nH]1)c1ccc2ccccc2c1	-1.5	12	-13
COc1ccc(C)cc1NC(=O)COC(=O)C1CCN(C(=O)c2ccc(Cl)cc2)CC1	-1.3	28	-29
Cc1cc(C)c(NC(=O)C2CC(=O)N(c3ccc4c(c3)OCCO4)C2)c(C)c1 (stereo not given)	-1.3	5	-19
O=C(/C=C/c1ccco1)OCC1CCCN2CCCCC12 (stereo not given)	-1.0	23	-10
Cn1c(=O)cc(OCC(=O)NCc2cccs2)c2ccccc21	-3.6	1	-7
N#CCC(=O)NC(=O)NCC1CC1	-0.4	26	-22
CCCCn1nnnc1NCc1cc(OC)c(OC)c(OC)c1	-0.3	-2	-5
O=S(=O)(Nc1nc2ccccc2nc1Cl)c1ccccc1	-1.8	2	3
Cc1ccccc1CSc1nc(-c2ccccc2)cc(=O)[nH]1	-1.8	7	-11
Cc1onc(-c2ccccc2Cl)c1C(=O)N1C=CC(C(F)(F)Cl)=NCC1	0.3	20	-8
O=C(Nc1ccc(Cl)cc1)Nc1nnc(CSc2ccc(Cl)cc2)s1	0.0	12	-7
COc1cc(C(=O)N2CCN(C3CCCCC3)CC2)cc(OC)c1OC	-0.8	0	-8
Brc1ccc(/C=N/c2nc3ccccc3n2CCN2CCOCC2)cc1	-1.4	15	-4

Part of the list above in another layout.
STK33 kinase inh | OX1R antag-1 | OX1R antag-2 | structure
-0.7 | 9 | -7 | O=C(COC(=O)/C=C/c1ccc(OC(F)F)cc1)NC(=O)NCc1ccccc1
-1.8 | 7 | -11 | Cc1ccccc1CSc1nc(-c2ccccc2)cc(=O)[nH]1
0.0 | 12 | -7 | O=C(Nc1ccc(Cl)cc1)Nc1nnc(CSc2ccc(Cl)cc2)s1
-1.3 | 5 | -19 | Cc1cc(C)c(NC(=O)C2CC(=O)N(c3ccc4c(c3)OCCO4)C2)c(C)c1 (stereo not given)

An excerpt from above in order of count of non-hydrogen atoms, rising:
SMILES	STK33 kinase inh	OX1R antag-1	OX1R antag-2
Cc1ccccc1CSc1nc(-c2ccccc2)cc(=O)[nH]1	-1.8	7	-11
O=S(=O)(Nc1nc2ccccc2[nH]1)c1ccc2ccccc2c1	-1.5	12	-13
COc1ccc(C)cc1NC(=O)COC(=O)C1CCN(C(=O)c2ccc(Cl)cc2)CC1	-1.3	28	-29

Going on with the list.
SMILES	STK33 kinase inh	OX1R antag-1	OX1R antag-2
COc1ccc2c(c1)c1ncn(Cc3ccco3)c(=O)c1n2C	4.2	11	-40
O=C(c1ccc(F)cc1)N(C(=O)c1ccc(F)cc1)c1ncccn1	0.0	16	-13
COc1cc2nc(CC(C)C)n(NC(=O)c3ccccc3Br)c(=O)c2cc1OC	0.4	-4	-36
COc1ccc(NS(=O)(=O)c2c(C)n(C)c(=O)n(C)c2=O)cc1	-1.3	-5	-14
COc1ccc(C(=O)NC=C2C(=O)OC(C)(C)OC2=O)cc1	0.0	8	-17
OC(CNCC#Cc1ccccc1)c1ccccc1 (stereo not given)	-1.5	12	-12
CCOc1ccc(-c2noc(CCC(=O)NC3CCCC3)n2)cc1OC	-0.6	19	-11
Cc1nonc1CN(C)C(=O)CC1C(=O)NCCN1Cc1cccc(C(F)(F)F)c1 (stereo not given)	0.8	1	-17
COc1ccc(NC(=O)c2c3c(nc4ccccc24)CCN(Cc2ccccc2)C3)c(OC)c1	1.5	16	2
CC(C)c1ccc(OCC(O)CN2CCN(c3ccccn3)CC2)cc1 (stereo not given)	-1.6	3	-29
CC(C)NC(=S)NN=C1CCCCCCCCCCC1	-3.7	22	-15
O=C(O)C1=CC[C@@H](c2ccc(Cl)cc2)N(S(=O)(=O)c2ccc(Cl)cc2)[C@H]1c1ccc(Br)cc1	.	25	24
